Screening data (PubChem)
GPR151 ag – human GPR151 activation; AID 1508602; 650,000 compounds, 1% hits; activation, % at 11.2 µM; PathHunter beta-arrestin GPR151 cells, luminescence; Q8TDV0; in the data active = activation above about 4.9%;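 also: 0% = median of compound wells and 100% = cells with positive control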
MITF inh – blocks human microphthalmia-associated transcription factor. O75030. AlphaScreen MITF homodimerization, bead proximity signal. inhibition, % at 2.6 µM. 650,000 compounds, 0.91% hits. AID 1259374; in the data active = inhibition above about 50%;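 also: 0% = vehicle wells with protein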
FBW7 act – human FBW7 E3 ligase activation, primary screen. normalized activity (activation), % at 26.1 µM. 650,000 compounds, 0.13% hits. AlphaScreen FBW7–phospho-cyclin E peptide binding, activator screen. AID 1259310. Q969H0; in the data active = normalized activity above about 1.9%;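 also: purified mutant Fbw7 with reduced substrate affinity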
Target sequence (Q969H0 whole entry, looked up): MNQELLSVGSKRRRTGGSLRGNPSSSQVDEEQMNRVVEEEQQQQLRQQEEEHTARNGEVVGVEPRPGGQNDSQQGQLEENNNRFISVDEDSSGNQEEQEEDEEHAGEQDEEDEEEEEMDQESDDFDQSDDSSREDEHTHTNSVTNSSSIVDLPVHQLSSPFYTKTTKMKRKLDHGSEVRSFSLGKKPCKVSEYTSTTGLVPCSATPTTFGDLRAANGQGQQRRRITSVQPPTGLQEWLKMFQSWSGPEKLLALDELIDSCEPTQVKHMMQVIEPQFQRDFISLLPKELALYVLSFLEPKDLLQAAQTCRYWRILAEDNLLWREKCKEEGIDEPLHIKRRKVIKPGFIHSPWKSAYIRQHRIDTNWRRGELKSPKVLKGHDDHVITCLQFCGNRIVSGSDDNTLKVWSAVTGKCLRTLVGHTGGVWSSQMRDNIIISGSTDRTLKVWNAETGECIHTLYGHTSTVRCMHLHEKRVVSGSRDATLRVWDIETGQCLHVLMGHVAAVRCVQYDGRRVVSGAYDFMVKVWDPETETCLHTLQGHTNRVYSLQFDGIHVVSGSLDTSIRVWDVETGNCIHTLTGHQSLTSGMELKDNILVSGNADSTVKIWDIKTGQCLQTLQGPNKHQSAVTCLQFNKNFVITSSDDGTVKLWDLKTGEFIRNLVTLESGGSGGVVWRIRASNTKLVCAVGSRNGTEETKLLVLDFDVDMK
TEAD-YAP block – TEAD-YAP interaction inhibition; HEK-TIYL cells, TEAD-Gal4/YAP UAS-luciferase luminescence; 640,000 compounds, 1.4% hits; inhibition, % at 9.12 µM; in the data active = inhibition above about 32%;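 also: 0% = median of test compound wells and 100% = reference inhibitor wells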
* hit, by the source's call; · = not tested or not shown.

Each structure is followed by: FBW7 act	TEAD-YAP block	MITF inh	GPR151 ag
> COc1cccc(-c2nc(SCC(=O)Nc3ccc(C(C)=O)cc3)[nH]c(=O)c2C#N)c1
    0.1	-3.1	12.8	-1.6
> Cc1c(Cc2ccc3c(c2)OCO3)sc(NC(=O)c2ccc([N+](=O)[O-])o2)c1C#N
    -0.2	4.3	-2.6	1.7
> COc1ccc(/C=C2\C(=O)N(c3c(Cl)cc(Cl)cc3Cl)N=C2NC(=O)c2cccc([N+](=O)[O-])c2)c(OC)c1
    -0.5	3.5	-2.3	-1.6
> Cc1cc([N+](=O)[O-])nn1CC(=O)Nc1ccccc1C(F)(F)F
    0.0	-1.9	0.5	0.8
> CCOc1ccc(NC(=O)CSc2nc3n[nH]c(C)c3c(=N)n2-c2cccc(Cl)c2C)cc1
    0.3	21.6	9.2	0.2
> CC(C(=O)N1CCN(Cc2ccc(Cl)cc2)CC1)N1C(=O)c2ccccc2C1=O (stereo not given)
    -0.3	-2.3	-2.6	-0.4
> O=C(CC1C(=O)NCCN1Cc1cccc(Oc2ccccc2)c1)NCCn1cccn1 (stereo not given)
    0.0	3.4	-1.6	-0.8
> NC(=O)c1c(NC(=O)CCSc2ccccc2)sc2c1CCCC2
    0.0	-57.3	5.7	-1.4
> Cc1ccsc1C(=O)OCc1nc2ccccc2s1
    0.1	-50.9	-18.1	-2.5
> COc1ccc(N2CC(C(=O)Nc3c4c(nn3-c3ccccc3)CCC4)CC2=O)cc1 (stereo not given)
    0.0	12.8	16.5	-1.3
> COc1cccc(NC(=O)c2ccc(CNc3c(NC4CCCC4)c(=O)c3=O)cc2)c1
    -0.1	-5.8	-2.0	0.5
> Cc1ccc(C)c(NC(=O)Cn2nnc(S(=O)(=O)c3ccc(C)c(C)c3)c2N)c1
    -0.1	1.9	10.3	0.3
> C/C(O)=c1/ccc2nc(C)nc3cccc1c32
    0.0	-0.8	7.6	0.5
> COc1ccc(CN(CC(=O)N2CCc3ccccc32)S(=O)(=O)c2cccnc2)cc1
    0.4	9.6	8.8	-1.2
> CC1CCc2c(sc3nc(SCc4ccccc4)n(-c4ccccc4)c(=O)c23)C1 (stereo not given)
    0.0	-2.3	-5.1	-0.1
> CN1CCSc2ccc(C(=O)NCc3ccccc3)cc21
    -0.1	-14.3	-0.4	-0.4
> COC(=O)CCC(=O)N1CCCC(C(=O)Nc2cccc(-c3cc4ccccc4[nH]3)c2)C1 (stereo not given)
    0.0	-10.8	8.3	-1.0
> O=C(Cc1ccccc1)NCC(=O)N/N=C/c1cccs1
    0.0	2.2	6.7	-0.1
> COc1ccc(CCNC(=O)c2c[nH]c3ccc(S(=O)(=O)N4CC(C)CC(C)C4)cc3c2=O)cc1OC (stereo not given)
    -0.1	-0.4	-6.4	-1.3
> CC(C(=O)N1CCOCC1)N1C(=O)c2cccc3cccc(c23)C1=O (stereo not given)
    0.3	1.7	19.9	-1.9
> O=C(COc1ccc(Br)cc1)OCC(=O)c1ccccc1
    -0.1	1.4	-3.2	-0.7
> C=CCn1c(=O)c2c(nc3n2CC(C)CN3c2ccc(OC)cc2)n(C)c1=O (stereo not given)
    -0.2	4.2	5.4	-0.2
> CC(C)n1cnc2c(Nc3ccc4c(c3)OCO4)nc(NC3CCN(Cc4ccccc4)CC3)nc21
    -0.1	-34.4	24.8	-1.9
> CC1CCN(Cc2c(C(=O)N/N=C/C(C)c3ccccc3)nnn2-c2nonc2N)CC1 (stereo not given)
    -0.1	1.5	-22.1	-0.9
> O=C(Cn1ccc2ccccc2c1=O)NCCC(=O)Nc1ccc(Cl)cn1
    0.5	-2.0	-3.6	-0.3
> O=C(O)c1ccc(Cl)c(S(=O)(=O)N2CCC(Cc3ccccc3)CC2)c1
    0.1	1.3	11.7	-0.3
> Cc1ccc(N(CC(=O)N2CCOCC2)S(=O)(=O)c2ccccc2)cc1
    0.1	8.8	7.9	9.1*
> CCN=C1S/C(=C\c2sccc2C)C(=O)N1CC
    0.0	-45.6	-14.6	0.3
> COc1ccc(C(=O)Nc2c3c(nn2-c2cc(C)cc(C)c2)CSC3)cc1
    -0.2	7.0	-5.2	0.9
> Cc1ccc(C)c(N(CC(=O)NCCSCc2cccc(Cl)c2)S(C)(=O)=O)c1
    0.2	7.6	12.0	-0.2
> Cc1ccc(C2CC(c3cccs3)n3nc(N)nc3N2)cc1 (stereo not given)
    0.1	-3.6	10.5	-0.1
> COc1ccc(C2SCCN2S(=O)(=O)c2ccc(I)cc2)cc1[N+](=O)[O-] (stereo not given)
    0.6	2.8	-1.6	-0.5
> CCOc1cc(NC(=O)c2cnccn2)c(OCC)cc1NC(=O)Cc1ccccc1
    0.1	-5.8	-13.8	-0.7
> NC(=O)CSc1ccc2c(c1)OCCO2
    -0.2	7.4	2.8	4.7
> Cc1ccc(N2CCN(C(=O)N3CCCC3)CC2)cc1Cl
    -0.2	6.4	7.7	1.1
> O=[N+]([O-])c1ccccc1OCCCN1CCCCC1
    0.3	2.5	17.7	-0.8
> O=C1/C(=C/c2cccs2)CN(Cc2ccccc2)C/C1=C\c1cccs1
    -0.1	10.5	12.6	1.7
> CCCCOc1ccc(CC(=N)N)cc1
    0.1	1.4	8.6	-0.1
> C/C=C/C=[N+](\[O-])C(C)/C(=N/O)c1ccc(F)cc1 (stereo not given)
    0.6	-11.0	-2.5	0.0
> Oc1ccccc1-c1cc(C(F)(F)C(F)F)nc(-c2ccccc2)n1
    -0.1	-12.5	-10.6	-0.6
> Cc1ccc(/C=C/C(=O)Nc2ccc3nc4n(c(=O)c3c2)CCCCC4)cc1
    -0.3	-13.8	-18.6	0.2
> CCOC(=O)N1CCN(C(=O)c2nn(C34CC5CC(CC(C5)C3)C4)cc2[N+](=O)[O-])CC1
    0.0	-11.0	-18.3	-0.1
> Cc1[nH][nH]c(=O)c1C(c1ccccc1OCC#N)c1c(C)[nH][nH]c1=O
    -0.2	-2.1	7.1	-0.1
> CCCc1nnc(NC(=O)c2c(O)c3c([nH]c2=O)CCCC3)s1
    0.6	-4.0	-0.6	-0.4
> COc1ccc2ccccc2c1CN1CCc2nnc(CNC(=O)C3CCC(=O)N3)n2CC1 (stereo not given)
    0.1	-1.4	9.3	-0.2
> CC(=O)Nc1ccc(Nc2nc(NCCN3CCOCC3)ncc2C)cc1
    0.0	8.0	3.5	0.7
> COc1cc2c(cc1OC)C(CC#N)=NC(C)(C)C2
    -0.2	-49.8	8.7	1.2
> CCOCCCn1c(=S)[nH]c2cc(C(=O)NCCOC)ccc2c1=O
    -0.1	-7.9	-3.7	1.1
> FC(F)(F)c1cccc(CNc2nc(Nc3ccccn3)nc3c2ncn3C2CCCCC2)c1
    0.3	0.3	15.7	0.3
> O=C1CN(C(=O)c2ccc3ccccc3n2)CCN1
    -0.2	-4.3	5.2	-0.9

Continuation:
Each structure is followed by: FBW7 act	TEAD-YAP block	MITF inh	GPR151 ag
> CC(=O)c1ccc(NC(=O)CSc2nc(C)cs2)cc1
    0.3	-4.2	-5.5	1.7
> CCOC(=O)c1ccc(NC(=S)Nc2cc(C)[nH]n2)cc1
    -0.3	-4.2	5.8	2.1
> CC(=O)Nc1ccc(S(=O)(=O)N2CCN(c3ccc([N+](=O)[O-])cc3)CC2C)cc1 (stereo not given)
    0.2	15.0	25.7	-0.9
> CCc1cc2ccccc2nc1SCC(=O)Nc1c[nH]c(=O)[nH]c1=O
    0.0	0.0	3.2	-0.6
> Cc1ccccc1C1C(C#N)=C(N)SC(N)=C1C#N
    0.0	0.4	14.6	-1.6
> COc1ccc2c(c1OC)C(=O)N(c1ccc(C(C)=O)cc1)C2
    -0.1	-26.3	11.5	-0.2
> CCCOC1(C(F)(F)F)NC(=O)N(c2cccc(Cl)c2)C1=O (stereo not given)
    -0.1	3.4	15.0	0.2
> CSc1nc(NC2CCCC2)c([N+](=O)[O-])c(NC2CCCC2)n1
    0.3	·	7.6	3.1
> COc1ccc(NC(=O)c2cc(C(=O)Nc3ccc(OC)cc3)cc(N3C(=O)CCC3=O)c2)cc1
    -0.1	-0.2	-6.5	-0.2
> CN(Cc1ccccc1)C(=O)CN(C)S(=O)(=O)c1ccc(Cl)cc1
    0.0	-2.8	-1.7	0.9

An excerpt of these results, field by field.
Cc1ccccc1C1C(C#N)=C(N)SC(N)=C1C#N
  FBW7 act: 0.0
  TEAD-YAP block: 0.4
  MITF inh: 14.6
  GPR151 ag: -1.6

CC(=O)c1ccc(NC(=O)CSc2nc(C)cs2)cc1
  FBW7 act: 0.3
  TEAD-YAP block: -4.2
  MITF inh: -5.5
  GPR151 ag: 1.7

CC(=O)Nc1ccc(S(=O)(=O)N2CCN(c3ccc([N+](=O)[O-])cc3)CC2C)cc1 (stereo not given)
  FBW7 act: 0.2
  TEAD-YAP block: 15.0
  MITF inh: 25.7
  GPR151 ag: -0.9

COc1ccc2c(c1OC)C(=O)N(c1ccc(C(C)=O)cc1)C2
  FBW7 act: -0.1
  TEAD-YAP block: -26.3
  MITF inh: 11.5
  GPR151 ag: -0.2

Additional results
Each structure is followed by: FBW7 act	TEAD-YAP block	MITF inh	GPR151 ag
> CC1(C)Cc2c(c(N3CCOCC3)nc3sc(C(=O)O)c(N)c23)CO1
    1.1	-3.0	20.7	0.7
> O=C(Nc1ccc(F)c([N+](=O)[O-])c1)c1ccc(Cl)c(Cl)c1
    -0.2	15.2	-12.4	-0.5
> COc1ccc(NCc2nn3cc(-c4ccc(OC)c(OC)c4)c4c3n2CCCC4)c(OC)c1
    -0.2	6.7	23.8	-0.3
> COc1cccc(NC(=O)COc2ccccc2)c1
    0.1	-49.1	6.0	-0.6
> COc1cc2c(cc1NC(=O)c1csc(C)c1)oc1ccccc12
    0.1	-31.9	-0.3	-0.2
> CCc1ccccc1NC(=O)COc1ccc(C#N)cc1
    0.9	-6.2	14.7	7.5*
> COc1ccc(C(=O)NC(=S)Nc2ccccc2[N+](=O)[O-])cc1OC
    0.4	6.1	16.9	0.2
> Cc1cc(=O)[nH]c2nnc(SCC(=O)N3CC(C)OC(C)C3)n12 (stereo not given)
    0.2	0.7	-1.4	-2.8
> Fc1cccc(F)c1Nc1ccc(-c2cccnc2)cn1
    -0.3	-24.2	16.7	0.6
> N#CC(C#N)=C1C=C(c2cccs2)Oc2ccccc21
    0.1	-2.6	-0.9	1.0
> COc1ccc2[nH]c3c(c2c1)CCNC31CCCN(CCCC#N)C1 (stereo not given)
    -0.3	10.4	20.9	1.1
> CNS(=O)(=O)c1cc(-c2nnc(Nc3ccccc3C)c3ccccc23)ccc1C
    -0.2	-7.6	-4.8	0.2
> O=S(=O)(c1ccccc1)N1CCC(CO)(Cc2cccc(C(F)(F)F)c2)CC1
    0.0	-3.6	-1.4	1.4
> Cc1n[nH]c(C)c1-c1cc(F)cc(-c2ccnc(Nc3ccc(-n4cnc(C(F)(F)F)n4)cc3)n2)c1
    -0.1	-6.2	8.9	-0.3
> CCn1c(N2CCC(C(=O)NC(C)c3ccccc3)CC2)nc2ccccc21 (stereo not given)
    -0.2	0.7	-9.7	0.4
> Cc1cc(Br)ccc1NC(=O)C(C)C
    -0.1	8.5	0.6	-0.1
> COC(=O)COc1ccc(S(=O)(=O)Nc2ccc(OC)c(OC)c2)cc1
    -0.1	-1.3	6.9	0.4
> O=C(NNS(=O)(=O)c1ccccc1)c1ccc(F)cc1
    0.9	10.3	9.9	0.5
> CNC(=O)C1Cc2ccccc2N1C(=O)C1CCCCC1 (stereo not given)
    0.1	7.8	7.0	1.5
> COc1cc2c(cc1OC)C(C)N(C(=O)c1ccc([N+](=O)[O-])cc1)CC2 (stereo not given)
    -0.1	2.3	5.5	1.6
> O=c1c2ccc(Cl)cc2[nH]c(=S)n1Cc1ccco1
    -0.1	-2.9	-3.6	2.0
> Cc1ccc2onc(CC(=O)N3CCCC3)c2c1
    0.1	-0.4	11.9	-1.4
> O=S(=O)(CCc1nc2ccccc2s1)c1ccc(Cl)cc1
    -0.2	-1.8	11.0	-0.6
> CSCCC(C(=O)OCC(=O)Nc1cccc(C#N)c1)N1C(=O)c2ccccc2C1=O (stereo not given)
    0.1	-0.6	13.4	0.0
> O=C(CC1C(=O)NCCN1Cc1ccc(F)cc1)NCCCN1CCc2ccccc21 (stereo not given)
    -0.3	-8.0	-4.6	-1.1
> CC(C)CC(=O)NCC(c1ccco1)S(=O)(=O)c1ccccc1 (stereo not given)
    0.0	-6.4	-13.4	0.2
> COc1ccccc1N1CCN(C(CNS(=O)(=O)c2c(C)cc(C)cc2C)c2cccnc2)CC1 (stereo not given)
    0.1	-5.8	15.9	-0.6
> CN(C)S(=O)(=O)c1ccc(N)c(C(=O)O)c1
    0.1	1.3	-6.9	0.7
> CS(=O)(=O)c1ccccc1CN1CCC(NCc2ccc(C(F)(F)F)nc2)CC1
    -0.1	-1.5	-8.6	0.4
> Cc1ccc2cc(CN(CC3CCCO3)C(=O)C(F)(F)F)c3nnnn3c2c1C (stereo not given)
    0.0	0.3	1.4	-0.5
> Cc1c(NC(=O)Nc2ccc3c(c2)OCO3)c(=O)n(-c2ccccc2)n1C
    0.1	8.3	-0.4	-1.4
> CCN1C(=O)C(C(=O)Nc2ccc(Br)cc2)C2CC1(C)Oc1ccccc12 (stereo not given)
    0.0	-6.4	-12.7	0.4
> COc1ccc(C(=O)c2oc3ccc(NC(=O)c4ccc(OC)c(OC)c4)cc3c2C)cc1
    -0.1	1.4	1.4	-0.9
> COc1ccccc1C(=O)c1cc2ccc(O)cc2oc1=O
    -0.2	-7.0	2.1	-1.7
> CCOc1cc(S(=O)(=O)Nc2cccnc2)ccc1Cl
    0.4	1.2	5.7	-0.3
